High-throughput results from PubChem BioAssay.
p47phox inh: p47phox/p22phox peptide binding inhibitors, primary screen, biochemical, uHTS, NADPH oxidase regulatory subunit | AID 1274, 2008 | inhibition, % at 24.7 µM | fluorescence polarization, 2 h | Neutrophil cytosol factor 1 (Homo sapiens), P14598 | actives 0.53% (n = 220,000);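 active means inhibition above about 30%, limit read from the data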;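 further: 0% = p47phox with labelled peptide and 100% = labelled peptide alone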
Target sequence (P14598 whole entry, looked up): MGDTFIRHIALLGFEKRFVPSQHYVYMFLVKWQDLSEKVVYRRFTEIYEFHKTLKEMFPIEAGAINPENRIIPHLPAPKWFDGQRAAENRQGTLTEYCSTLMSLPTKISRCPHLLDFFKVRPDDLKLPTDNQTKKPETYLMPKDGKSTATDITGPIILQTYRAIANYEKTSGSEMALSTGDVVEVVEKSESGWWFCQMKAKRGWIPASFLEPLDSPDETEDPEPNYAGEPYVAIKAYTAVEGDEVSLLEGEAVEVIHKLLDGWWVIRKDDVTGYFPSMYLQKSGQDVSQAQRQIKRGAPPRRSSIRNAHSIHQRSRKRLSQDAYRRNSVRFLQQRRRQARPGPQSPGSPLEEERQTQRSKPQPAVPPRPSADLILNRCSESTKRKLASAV
Ba/F3 V617F tox: reduced viability of JAK2V617F-dependent Ba/F3 cells, primary screen, JAK2V617F inhibitor project, cell-based, Ba/F3 EpoR-JAK2V617F, luminescence; AID 1446, 2008; inhibition, % at 5.6 µM; actives 1.1% (n = 220,000); ATP luminescence;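 active means inhibition above the campaign mean plus 3 SD over all tested compounds, cut at about 24% in these data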;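 further: cytokine-independent growth of Ba/F3 cells driven by EpoR plus mutant JAK2; 0% = DMSO-treated cells and 100% = JAK inhibitor I control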
NPY Y1 blocker: NPY-Y1 receptor antagonists, primary screen, cell-based. HEK293-CNG Y1 cells, membrane potential fluorescence; NPY at EC95, then isoproterenol. inhibition, % at 3.6 µM. actives 1% (n = 200,000). AID 1040, 2008;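 active means inhibition above the campaign mean inhibition of all tested compounds plus 3 SD, cut at about 20% in these data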;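 further: 0% = DMSO wells given NPY plus isoproterenol and 100% = isoproterenol alone without NPY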
Target sequence (P25929 whole entry, looked up): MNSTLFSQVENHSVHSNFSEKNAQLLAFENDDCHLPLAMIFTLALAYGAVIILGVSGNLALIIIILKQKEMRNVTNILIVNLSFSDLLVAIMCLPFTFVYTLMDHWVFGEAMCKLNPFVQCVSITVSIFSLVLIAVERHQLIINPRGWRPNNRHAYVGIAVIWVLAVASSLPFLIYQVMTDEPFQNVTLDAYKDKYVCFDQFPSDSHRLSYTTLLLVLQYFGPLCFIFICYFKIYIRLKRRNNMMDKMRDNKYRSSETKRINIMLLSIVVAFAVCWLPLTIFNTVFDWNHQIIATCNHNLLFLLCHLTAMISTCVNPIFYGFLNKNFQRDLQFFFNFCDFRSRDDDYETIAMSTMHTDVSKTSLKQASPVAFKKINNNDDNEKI
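Material: HEK293 cells with Y1 receptor plus CNG channel; times: compound incubation 1 h at room temperature, readout 45 min post-stimulation; signal: fluorescence, membrane potential probe; read-out basis: fluorescence ratio normalized to % inhibition between controls; benchmarks: full-block control isoproterenol-only wells, zero-block control NPY plus isoproterenol wells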
NPY-Y1 PAM-ag: NPY-Y1 receptor potentiators or agonists, primary screen, cell-based. Neuropeptide Y receptor type 1 (Homo sapiens), P25929. NPY-Y1 expressing cells, potentiator/agonist activation. activation, % at 3.6 µM. actives 0.37% (n = 220,000). AID 1304, 2008; in the data active means activation above about 33%, passing the limit was not always enough;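 further: cells stimulated with NPY at EC10 then isoproterenol at EC100; 0% = low agonist plus stimulus and 100% = saturating agonist plus stimulus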
NPY2 pot ag: NPY-Y2 potentiators or agonists, primary screen, cell-based; cells expressing NPY-Y2, potentiator/agonist read-out; activation, % at 3.6 µM; actives 0.45% (n = 220,000); AID 1359, 2008; in the data active means activation above about 27%;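 further: cells stimulated with NPY near EC25 plus isoproterenol at EC100; 0% = vehicle plus submaximal agonist and 100% = vehicle plus saturating agonist; some results beyond the cut were filed as inactive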
CHOP inhibitor: inhibitors of CHOP promoter induction, primary screen, cell-based, unfolded protein response, luciferase reporter. CHO-K1 CHOP-promoter luciferase, tunicamycin-induced, 15-18 h. inhibition, % at 10 µM. actives 3.8% (n = 220,000);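 active means compounds that reduced the stress-induced luciferase reporter signal by more than about 70% of percent inhibition, limit read from the data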;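 further: 0% = tunicamycin plus vehicle and 100% = wells without tunicamycin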
S1P4 antag: S1P4 receptor antagonists, primary screen, cell-based. inhibition, % at 4.98 µM. actives 0.26% (n = 220,000). Sphingosine 1-phosphate receptor 4 (Homo sapiens), O95977. S1P4-expressing cells, antagonist mode, reporter read-out. AID 1510, 2009; in the data active means inhibition above about 29%;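 further: 0% = wells stimulated with agonist and 100% = vehicle wells without agonist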
BaF3 tox: parental Ba/F3 cell viability inhibition, counter-screen for JAK2V617F inhibitor project, murine pro-B, CellTiter-Glo luminescence; AID 1486, 2009; actives 1.1% (n = 220,000); CellTiter-Glo ATP luminescence; inhibition, % at 5.6 µM;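 active means inhibition above a per-campaign cutoff, the mean inhibition of all tested compounds plus 3 SD, cut at about 27% in these data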;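 further: 0% = DMSO wells and 100% = JAK Inhibitor I control wells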
S1P4 agonist: S1P4 receptor agonists, primary screen, cell-based. Sphingosine 1-phosphate receptor 4 (Homo sapiens), O95977. S1P4-expressing cell line, agonist reporter assay. activation, % at 4.98 µM. actives 0.35% (n = 220,000). AID 1509, 2009; in the data active means activation above about 11%;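 further: 0% = DMSO vehicle and 100% = reference agonist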
* marks the source's active call; other numbers are inactive results; . = no result given.

SMILES | p47phox inh | Ba/F3 V617F tox | NPY Y1 blocker | NPY-Y1 PAM-ag | NPY2 pot ag | CHOP inhibitor | S1P4 antag | BaF3 tox | S1P4 agonist
CC(C)(C)c1nnc(NC(=O)NS(=O)(=O)c2ccccc2)s1 | -17 | -2 | 1 | 1 | 7 | 28 | -6 | 4 | 0.1
COc1cc(/C=N/n2cnn(Cc3ccccc3Cl)c2=S)cc(OC)c1OC | -2 | 3 | 1 | -17 | 2 | 21 | -11 | 6 | 1.3
COC(=O)c1cc2sc(Cl)cc2n1CC(=O)Nc1ccc(OC)c(OC)c1OC | 0 | -1 | -2 | 6 | 18 | 27 | -6 | 2 | -0.1
CCC(C)n1c(SCC(=O)Nc2cc(C(C)(C)C)nn2-c2ccccc2)nc2ccccc2c1=O (stereo not given) | -18 | 0 | 0 | -33 | -10 | 61 | -11 | 5 | 2.9
C=CCOc1ccc(Br)cc1CNC(C)(C)CO | -11 | 0 | 7 | -5 | -2 | 25 | -10 | 6 | 1.9
Cc1[nH]n(-c2ccccc2)c(=O)c1C(c1ccccc1C(=O)O)c1c(C)[nH]n(-c2ccccc2)c1=O | 5 | -3 | 7 | -12 | 3 | -39 | -9 | 1 | 0.5
COc1cc([N+](=O)[O-])ccc1NC(=S)NCc1ccccn1 | -9 | 3 | -1 | 2 | 9 | 1 | -16 | 8 | -0.3
CC(NC(=O)C1CC1)C(c1cccs1)N1CCN(c2ccccc2)CC1 (stereo not given) | -16 | 4 | 1 | -2 | -26 | -2 | 5 | 8 | -1.7
CCOc1ccc(-c2nc(CSc3nnc(N)s3)cs2)cc1 | -7 | 0 | 0 | -22 | -13 | 55 | -3 | 4 | -2.7
O=C1CCN(C(=O)Nc2ccccc2)N1 | 1 | -1 | 1 | 8 | -9 | -14 | -17 | 4 | 2.1
Nc1nc(N2CCCCC2)nc2ccccc12 | -8 | -2 | 0 | -5 | 55* | -14 | -5 | -2 | -1.1
O=C(NCc1ccc(F)cc1)C1CCN(c2cnccn2)CC1 | -8 | -3 | -2 | 9 | 8 | 9 | -10 | 3 | 3.0
O=C(N/N=C/c1c[nH]c2ccccc12)c1ccn[nH]1 | -1 | -6 | -2 | -8 | 11 | -16 | -8 | -3 | -2.2
CCc1cc(-c2n[nH]c(=S)n2-c2ccccc2C)cs1 | -23 | -2 | -5 | -8 | 2 | 51 | -1 | 5 | 1.1
OC(CON=C1c2ccccc2-c2ccccc21)CN1CCNCC1 (stereo not given) | . | 3 | -6 | 37 | 16 | 1 | -21 | 7 | 1.0
CCOc1ccc(NCC(=O)Nc2ccc(Cl)cc2C)cc1 | -13 | -2 | -3 | -1 | 5 | 4 | -3 | 1 | -0.5
CCN(C(=O)CSc1nncs1)c1c(N)n(Cc2ccccc2)c(=O)[nH]c1=O | 6 | 0 | 3 | 13 | 8 | -20 | 5 | 2 | 0.1
Cn1c(=O)cc(OCC(=O)NCc2cccs2)c2ccccc21 | -3 | 1 | 3 | 11 | 1 | -10 | -11 | 4 | -1.3
COc1ccc(-c2nn(CCC(=O)O)cc2/C=C2\SC(N)=NC2=O)cc1 | -71 | 2 | -3 | -6 | 5 | 8 | 4 | 8 | 1.1
CCN1CCN(C(=O)c2ccc(CN(c3ccc(C)c(C)c3)S(C)(=O)=O)cc2)CC1 | 0 | 6 | 4 | -10 | -24 | -9 | -1 | 11 | -1.1
CS(=O)(=O)N1CCC(C(=O)Nc2ccc(Cl)c(C(F)(F)F)c2)CC1 | -11 | 2 | -2 | 13 | 20 | 2 | -28 | 6 | -0.4
CCN(CC)C(=O)CSc1n[nH]c(=S)n1N | 2 | -1 | . | 8 | -10 | 7 | 11 | 2 | -0.3
CN(C)C(=O)c1nc2ccc(Cl)cn2c1CN1CCCC(OCc2ccccc2)C1 (stereo not given) | -6 | 0 | 10 | -2 | -12 | -3 | -2 | 7 | 0.3
COc1ccc(C(=O)NC(=S)NNC(=O)c2ccc(NC(=O)C(C)C)cc2)cc1 | -24 | 0 | 1 | -15 | -1 | 52 | -12 | 7 | -0.4

2 compounds from above, showing only NPY-Y1 PAM-ag and CHOP inhibitor.
SMILES,NPY-Y1 PAM-ag,CHOP inhibitor
CCOc1ccc(NCC(=O)Nc2ccc(Cl)cc2C)cc1,-1,4
COc1ccc(-c2nn(CCC(=O)O)cc2/C=C2\SC(N)=NC2=O)cc1,-6,8

(further entries)
SMILES | p47phox inh | Ba/F3 V617F tox | NPY Y1 blocker | NPY-Y1 PAM-ag | NPY2 pot ag | CHOP inhibitor | S1P4 antag | BaF3 tox | S1P4 agonist
NC(=O)Nn1c(CCC(=O)O)ccc1-c1ccc(Cl)cc1 | -14 | -2 | . | 17 | 2 | 62 | 0 | -9 | -0.5
Cc1cnnn1-c1ccc(C(=O)CCl)cc1 | 23 | 1 | -2 | -7 | -14 | 92* | 4 | -2 | 1.1
CN1CCN(C(=O)C2=C[C@@H](c3coc4ccccc4c3=O)C[C@@H](OCc3ccc(CO)cc3)O2)CC1 | . | 3 | -6 | 1 | 1 | -9 | -7 | 3 | -0.2
Cc1cc(C(=O)Nc2ccc(S(=O)(=O)N3CCOCC3)cc2)c(C)o1 | -8 | -3 | . | 13 | -14 | -1 | -21 | 3 | 1.5
O=C1NCCN/C1=C\C(=O)c1ccc(F)cc1 | 8 | -2 | . | 6 | -13 | -13 | 14 | -1 | -0.8
COC(=O)c1ccccc1NC(=O)N1CCN(C/C=C/c2ccccc2)CC1 | -9 | 5 | -8 | -35 | -13 | 59 | -26 | 8 | 0.9
C=CC[N+]1(CC#Cc2ccccc2)CCCC1 | 2 | 46* | 5 | 10 | 3 | 36 | -10 | 56* | 0.3
O=C(Nc1sc2c(c1C(=O)NC1CC1)CCCCCC2)c1ccco1 | -18 | -2 | -5 | 5 | 22 | 96* | -23 | -1 | 2.8
CCOC(=O)Nc1cc(Br)c2c(c1)OCCO2 | 4 | -4 | -4 | 19 | 12 | 28 | -8 | 4 | -0.7
O=C(CSc1c[nH]c2ccccc12)NCC1CCCO1 (stereo not given) | -3 | -3 | 1 | -8 | 11 | 12 | -6 | -4 | 0.2
CN(CC(=O)NCc1ccccn1)S(=O)(=O)c1ccc2ccccc2c1 | 3 | 2 | 2 | 8 | -6 | 13 | -14 | 4 | 1.2
CC(C)CCN(CCC(C)C)C(CO)(CO)CO | -10 | 1 | 2 | -6 | 2 | 3 | -8 | 4 | 1.4
COC(=O)c1c(NC(=O)CCCC(=O)O)sc(C)c1C | -6 | 2 | 3 | 0 | -8 | 6 | 4 | 2 | 0.6
CCOC(=O)c1cc2sccc2n1CC(=O)OC(C)C | -2 | -1 | 6 | 9 | 21 | 16 | -5 | -1 | 1.3
CCOc1ccc(Nc2cc(=O)n(C)c(=O)n2C)cc1 | -14 | 0 | 0 | -19 | 4 | -13 | -8 | 4 | 2.2
CCOC(=O)C1=C(C)NC(=O)NC1c1ccc(N(CC)CC)cc1 (stereo not given) | -86 | -2 | 1 | 3 | 14 | 24 | -14 | 5 | -1.0
COc1ccccc1NC(=O)C1=C(C)NC(SCC(=O)c2ccc(C)cc2)=C(C#N)C1c1ccco1 (stereo not given) | -68 | 3 | 4 | -10 | -20 | 7 | 5 | 10 | 1.9
Cc1ccccc1-n1c(SCC(=O)NCc2cccs2)nc2ccccc2c1=O | 30* | -2 | 16 | -9 | 5 | -1 | 0 | 4 | -0.9
O=C(Nc1cccc(Cl)c1)C1C2CCC3C(CCC21)C3(Cl)Cl (stereo not given) | 0 | -5 | 33* | -13 | 8 | 16 | 2 | 2 | -1.5
O=C(COC(=O)C1=COCCO1)Nc1ccc2c(c1)OCO2 | 3 | 2 | 4 | 13 | 3 | -13 | -11 | 6 | 0.1
COc1ccc2c(c1)[nH]c1c(=O)n(/N=C/c3ccc(OC)c(CN4CCCC4)c3)cnc12 | -12 | -4 | . | 18 | -40 | 8 | 2 | 3 | -1.0
Cc1ccc(SC/C(O)=C(\C#N)c2nc3ccccc3s2)cc1 | -17 | 1 | 10 | -4 | -6 | 23 | -8 | 2 | -0.9
COc1ccc(N2CCN(C(=O)CCS(=O)(=O)c3ccc(OC)cc3)CC2)cc1 | . | 1 | 1 | 3 | -2 | 6 | -19 | 4 | -0.2
O=C(O)/C(=C/c1ccco1)c1ccccc1 | -2 | 2 | 8 | -14 | -12 | -1 | -3 | 2 | -1.5
COc1ccc(CNC(=O)CN(Cc2ccc(F)cc2)C(=O)c2csnn2)cc1 | -3 | 2 | -1 | -20 | -2 | 10 | -2 | 2 | 0.5
COc1ccc(OC)c(Nc2nc(-c3cccc([N+](=O)[O-])c3)nc3ccccc23)c1 | 7 | -2 | 9 | -17 | -6 | 65 | -10 | 3 | -1.6
COc1cc(-c2noc(C3CCCN(S(=O)(=O)c4cccc(Cl)c4)C3)n2)cc(OC)c1OC (stereo not given) | -2 | -3 | 8 | -15 | -19 | 15 | -10 | 5 | 0.0
Cc1cccc(-n2cc[nH]c2=S)c1C | -7 | 3 | 11 | -5 | 7 | -6 | -12 | 5 | -1.9
CN1CCSc2ccc(C(=O)Nc3ccc(Cl)cc3)cc21 | -1 | -1 | . | -5 | -2 | 30 | 12 | -3 | -0.2
COC(=O)c1sccc1NC(=O)Cc1ccc(OC)c(OC)c1 | -3 | -4 | 0 | 17 | 5 | 22 | -9 | 2 | 1.3
CC(C)(C)c1nnc(SCC(=O)c2ccccc2)n(N)c1=O | -5 | -1 | 3 | -9 | 4 | 13 | -13 | 3 | 0.7
COC(=O)Cn1cnc2c(C#N)c3n(c2c1=O)CCCC3 | -14 | 0 | 8 | -7 | 5 | 7 | 8 | 1 | -3.6
O=C(CCc1nc2ccccc2s1)N1CCN(c2ccccc2)CC1 | 4 | 4 | 10 | -25 | -16 | -2 | -2 | 4 | -0.2
COCCNC(=O)Nc1ccc2c(c1)N(C)C(=O)CS2 | -14 | -6 | 4 | 10 | -6 | -9 | 8 | 1 | 1.5
O=[N+]([O-])c1ccc(/C=N/Nc2nc(NCc3ccccc3)nc(N3CCOCC3)n2)cc1 | 7 | 0 | 0 | 5 | 1 | 12 | -2 | 0 | 1.0
COc1ccccc1NC(=O)O/N=C(\N)c1ccccc1 | -4 | 2 | . | -18 | -4 | -15 | 11 | 6 | -1.0
O=C1CC(c2ccccc2)n2nc(NS(=O)(=O)c3ccccc3)nc2N1 (stereo not given) | -7 | -4 | -3 | 13 | 8 | -55 | 5 | 0 | -0.8
CCOC(=O)c1sc(NC(=S)NC(=O)C2CCCC2)cc1C | -3 | -2 | 3 | -16 | 7 | 64 | -9 | 4 | -0.3
COc1ccc(-c2[nH]c(-c3ccc(C(=O)O)cc3)nc2-c2ccccc2)cc1 | -22 | 0 | -5 | 11 | 5 | 18 | -5 | 4 | 0.9
NS(=O)(=O)c1ccc(CCNCc2cc(Br)ccc2OCc2ccccc2F)cc1 | -4 | 5 | 19 | -27 | -39 | 51 | 9 | 5 | -0.2
